Assay outcomes: PubChem, National Center for Advancing Translational Sciences (NCATS)
Pf Dd2 inh: Plasmodium falciparum Dd2 growth inhibition; AID 1347417; Potency, µM (highest dose often 28.9 µM), without a hit: at the top dose activity, negative = inhibition, hits mostly inhibitors; P. falciparum Dd2 growth, SYBR Green, 72 h; 120,000 compounds, 4.3% hits; active means well fitted inhibition curve with a large enough effect; inconclusive means small, poorly fitted or top-dose-only effect; inactive means no such curve, though single readings can be large or run the other way;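 further: plate controls were DMSO vehicle for no effect and reference drug for full effect; nearly all actives have a fitted effect of over 65% in size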
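Readout: SYBR Green fluorescence, 485 nm excitation, 535 nm emission, after ~16 h lysis at 37C. Before that, Dd2-infected red cells (2.5% hematocrit) grew 72 h with compound, 29 uM top final concentration.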
Numbers without * were called inactive; i = inactive; ? = inconclusive; [ ] = dose if it differs, or a comment. Potency means the concentration at half of the fitted maximal effect.

SMILES	Pf Dd2 inh
CCC(=O)N1CCN(c2nc3c(s2)CC(C(=O)Nc2cccc(C)c2C)CC3)CC1 (stereo not drawn)	4µM*
Cc1ccc(C2(O)CCN(CC(c3ccccc3)c3ccccc3)CC2)nc1	2.8µM*
FC(F)Oc1ccccc1CN(CC1CCN(C2CCCC2)CC1)CC1CCCO1 (stereo not drawn)	7.1µM*
CC1Oc2ccc(NC(=O)COc3ccccc3)cc2CN(Cc2ccccc2Cl)C1=O (stereo not drawn)	i
O=C(CCc1c[nH]c2ccccc12)N1[C@H]2CC[C@@H]1c1cnc(-c3ccccc3)nc1C2	-19%
CCCNC(=O)N1CCC(N2C(=O)[C@H](OCCOC)[C@@H]2c2ccncc2)CC1	?
CCOC(=O)c1c(C)[nH]c(C)c1S(=O)(=O)NCC(=O)N1CCN(c2cc(Cl)ccc2C)CC1	?
Cc1ccc(Cl)cc1NC(=O)CCCn1c(=O)c2cccn2c2ccccc21	?
Cc1nn(S(=O)(=O)c2ccc(C(C)C)cc2)c(C)c1S(=O)(=O)N1CCCCC1	10%
CC(C)CCN(C)Cc1ccccc1C(F)(F)F	-14%[44.1 µM]
COc1ccc(C(=O)N(C)C2CCOc3ccccc32)cc1 (stereo not drawn)	-16%[44.1 µM]
CCn1c(=O)cc(OCC(=O)N2CCN(c3cccc(C)c3C)CC2)c2ccccc21	46%[activator]
COc1cc(C(=O)N2CCC(Cc3nc(-c4ccccc4)no3)CC2)cc(OC)c1OC	-20%
Cc1ccc(C(=O)N2CCN(c3nnc4cccc(C)n34)CC2)cc1C	?
CC1(C(=O)N2CCC2)CN(Cc2ccccc2)Cc2ccc(N3CCOCC3)nc21 (stereo not drawn)	-11%[44.1 µM]
CC1(C)C(=O)N(Cc2ccccc2)[C@H]2CN(c3ccnc(N4CCOCC4)c3)C[C@@H]2[S+]1(=O)[O-]	i
CCOc1ccccc1NC(=O)N1CCCC(c2noc(COc3ccccc3F)n2)C1 (stereo not drawn)	-6%
CC(C)(C)C1CCc2nc(NC(=O)Cc3ccccc3)sc2C1 (stereo not drawn)	11µM*
Cc1noc(-c2ccn3c(CNC(=O)C(C)c4ccccc4)nnc3c2)n1 (stereo not drawn)	i
COc1ccc(-c2ccc3ncc(Nc4cccnc4OC)n3n2)cn1	-1%[44.1 µM]

For reference, 17 of the compounds above.
SMILES	Pf Dd2 inh
CCC(=O)N1CCN(c2nc3c(s2)CC(C(=O)Nc2cccc(C)c2C)CC3)CC1 (stereo not drawn)	4µM*
Cc1ccc(C2(O)CCN(CC(c3ccccc3)c3ccccc3)CC2)nc1	2.8µM*
FC(F)Oc1ccccc1CN(CC1CCN(C2CCCC2)CC1)CC1CCCO1 (stereo not drawn)	7.1µM*
CC1Oc2ccc(NC(=O)COc3ccccc3)cc2CN(Cc2ccccc2Cl)C1=O (stereo not drawn)	i
O=C(CCc1c[nH]c2ccccc12)N1[C@H]2CC[C@@H]1c1cnc(-c3ccccc3)nc1C2	-19%
CCCNC(=O)N1CCC(N2C(=O)[C@H](OCCOC)[C@@H]2c2ccncc2)CC1	?
CCOC(=O)c1c(C)[nH]c(C)c1S(=O)(=O)NCC(=O)N1CCN(c2cc(Cl)ccc2C)CC1	?
Cc1ccc(Cl)cc1NC(=O)CCCn1c(=O)c2cccn2c2ccccc21	?
Cc1nn(S(=O)(=O)c2ccc(C(C)C)cc2)c(C)c1S(=O)(=O)N1CCCCC1	10%
CC(C)CCN(C)Cc1ccccc1C(F)(F)F	-14%[44.1 µM]
COc1ccc(C(=O)N(C)C2CCOc3ccccc32)cc1 (stereo not drawn)	-16%[44.1 µM]
CCn1c(=O)cc(OCC(=O)N2CCN(c3cccc(C)c3C)CC2)c2ccccc21	46%[activator]
COc1cc(C(=O)N2CCC(Cc3nc(-c4ccccc4)no3)CC2)cc(OC)c1OC	-20%
Cc1ccc(C(=O)N2CCN(c3nnc4cccc(C)n34)CC2)cc1C	?
CC1(C(=O)N2CCC2)CN(Cc2ccccc2)Cc2ccc(N3CCOCC3)nc21 (stereo not drawn)	-11%[44.1 µM]
CC1(C)C(=O)N(Cc2ccccc2)[C@H]2CN(c3ccnc(N4CCOCC4)c3)C[C@@H]2[S+]1(=O)[O-]	i
CCOc1ccccc1NC(=O)N1CCCC(c2noc(COc3ccccc3F)n2)C1 (stereo not drawn)	-6%

Later entries.
SMILES	Pf Dd2 inh
CC(=O)Nc1nnc(SCc2cc(=O)c3cccc(C)c3[nH]2)s1	-16%
CCc1nc2c(c(-c3ccc(O)cc3)n1)CCN(C(=O)Nc1ccc(Cl)cc1)CC2	i
COc1ccc(-c2cc(N3CCC(NC(=O)c4ccc(Cl)cc4)CC3)n[nH]2)cc1	i
CCc1ccccc1Nc1nn2c(=O)c3ccc(C(=O)NCc4cccs4)cc3nc2s1	14µM*
COc1ccccc1NC(=O)C1=C(C)Nc2nc(SCc3ccc(Cl)cc3)nn2C1c1ccccc1Cl (stereo not drawn)	?
CCOc1cccc(-c2nc(C(=O)NCCOC)cs2)c1	i
COc1cccc(CC(=O)NCCc2ncc(C)n2CC2CC2)c1	?
CCCCCCc1c(C)c2c(cc(C)c3c(C)c(C)oc32)oc1=O	-13%
Cc1cccc(CNC(=O)Cc2ccc(N(Cc3ccccc3)C(=O)c3ccco3)cc2)c1	i
Cc1ccc(CN2CCC(CNc3ncnc4onc(-c5ccc(F)cc5)c34)CC2)cc1	?
COc1ccc(-c2nc3scc(CCNS(=O)(=O)c4ccc(C)cc4)n3n2)cc1	11%
Cc1ccc(S(=O)(=O)c2cc3cc(C(=O)Nc4ccc(C)cc4C)ccc3oc2=O)cc1	i
COc1ccccc1-c1onc(C)c1C(=O)NCc1ccccc1Cl	-6%
CCCCCC(=O)N1CCC(O)(c2csc(CN3CCc4ccccc4C3)n2)CC1	-14%[44.1 µM]
O=C(Cn1ccn2nc(-c3ccccc3)c(CO)c2c1=O)Nc1ccccc1C(F)(F)F	i
CN(CC1CCOCC1)C(=O)Cc1cccc(Cl)c1	5%
CC(C)NC(=O)c1cc(-c2cccc(C(F)(F)F)c2)c2nncn2n1	4%
C=CCNC(=O)C1CC(c2cccc(C)c2)CN(C(=O)NCCCC)C1 (stereo not drawn)	-25%
Cc1ccc(C2Cn3nnc(C(=O)N4CCC(C(=O)NCCc5ccccc5)CC4)c3CO2)cc1 (stereo not drawn)	1%
NCCC[C@@H](N)C(=O)N1CCC2(CCC(=O)N(Cc3ccccc3)C2)CC1	11%
CN1CCN2C(=O)N(c3ccccc3)C[C@H]2C1	3%[44.1 µM]
COc1ccc(Nc2nc3ccc(Cl)cc3nc2-n2nc(C)cc2C)cc1	44%[activator]
Cc1cc(OCC(=O)Nc2cnn(CCCC(=O)O)c2)ccc1Cl	-12%
CC1(c2ccccc2)N(Cc2cccnc2)C(=O)OC12CCN(C(=O)COc1ccccc1C(N)=O)CC2 (stereo not drawn)	?
COCC[C@]1(O)CCN(C(=O)CCc2ccccc2Cl)C[C@H]1C	-7%
CSCC(=O)N1C[C@@H]2C[C@H](C1)c1ccc(-c3ccccc3CN(C)C)c(=O)n1C2	22%[44.1 µM]
Cc1ccc(C(=O)Nc2nc(-c3nnn(-c4cccc(Cl)c4C)c3C)ns2)cc1C	16%
O=C(NCc1ccccc1)C1(CCO)CC12CCOCC2 (stereo not drawn)	0%
Cc1nnc(-c2cc(Nc3cccc(N(C)C)c3)ccn2)n1Cc1ccccc1	?
COCCCNC(=O)c1cnc2c(c1)N(C(=O)Cc1cn(C)c3ccccc13)CCC2	36%[activator][44.1 µM]
O=C(CC1NCCNC1=O)OC1CCCCC1 (stereo not drawn)	-4%
CN(Cc1ccc(-c2ccccc2)cc1)C(=O)Nc1ccc(Cl)cc1	i
CCOCCOC1CCN(C(=O)c2ccccc2OC)CC1	48%[activator]
COc1cccc(NC(=O)c2sc3nc(C)c(C(=O)Nc4ccc(Cl)cc4)c(-c4ccc(Br)cc4)c3c2N)c1	?
Cc1nnc(-c2cc(-c3cccc(O)c3)ccn2)n1CCc1ccccc1	i
Cc1ccc(-n2ncc(C(=O)NCc3cccs3)c2C2CCN(C(=O)OC(C)(C)C)CC2)cc1C	?
Cc1cnc(CCNC(=O)Cc2ccncc2)n1CC1CC1	-7%
CN(C)c1ccc(CN2CC[C@H](c3nc4cc(Cl)ccc4o3)C2)cc1	i
CCc1ccc(NC(=O)N2CC=C(c3c[nH]c4ccccc34)CC2)cc1	i
O=C(NCCc1ccccc1)c1ccc2c(c1)N(Cc1ccc(Cl)cc1)C(=O)CS2	-24%
O=C(CC1CC1)N1CC(F)(F)C[C@H]1c1nc(-c2ccncc2)no1	9%
COc1ccc(CC(=O)N2CCCN(c3cc(-c4ccccc4)[nH]n3)CC2)cc1OC	i
Cc1ccc(C(=O)NCC(c2ccc3c(c2)OCO3)N2CCOCC2)cc1 (stereo not drawn)	7%
Cc1cccc(NC(=O)N2CCN(C)c3ncccc32)c1C	11%
O=C([C@@H]1C[C@H](F)CN1C(=O)Nc1ccccc1C(F)(F)F)N1CCCCC1	?
O=C(CN1C(=O)CC(c2ccco2)Sc2ccccc21)Nc1ccc(C(F)(F)F)cc1 (stereo not drawn)	i
CN1CCc2c([nH]c3ccccc23)C12CCN(C(=O)c1cccn1C)CC2	?
COc1ccc(C(=O)NC2CCN(c3cc(-c4ccc(OC)cc4)[nH]n3)CC2)cc1	?
Cc1cc(C)n(C(C)CC(=O)Nc2ccc(C)c(N(C)C)c2)n1 (stereo not drawn)	11%
CCOC(=O)c1c(S(=O)(=O)N2CCCC(C(=O)Nc3cc(C)ccc3OC)C2)c(C)n(C)c1C (stereo not drawn)	29%

(listing goes on)
SMILES	Pf Dd2 inh
Cn1cnc(S(=O)(=O)N2[C@H]3CC[C@@H]2c2cnc(-c4ccc(F)cc4)nc2C3)c1	30%
O=C(Nc1ccc2c(c1)CN(Cc1ccc3c(c1)OCO3)C(=O)CO2)c1ccc(F)cc1	i
COCCNc1nc2cc(C(=O)N3CC[C@H]4CNC[C@H]43)ccc2n1C	17%
COc1ccc2nc([C@H]3CCN(C(=O)COCC(=O)O)C3)[nH]c2c1	8%[44.1 µM]
CSc1ncc(Cl)c(C(=O)Nc2cc(C(F)(F)F)ccc2Cl)n1	24%
CCC(=O)N1CCc2c(C(=O)NCc3cccnc3)cccc21	4%
CCOC(=O)c1c(C)[nH]c(C)c1S(=O)(=O)N1CCCC(C(=O)Nc2ccc(C)cn2)C1 (stereo not drawn)	6%
COCC(=O)N[C@@H]1CN(Cc2ccc(OC)cc2OC)C[C@H]1CO	-5%
COCc1cccc(C(=O)N2CC[C@@]3(O)CCN(S(C)(=O)=O)C[C@H]3C2)n1	-4%
Cc1nnc(-c2cc(-c3cccc([S+](C)(=O)[O-])c3)ccn2)n1CCc1ccccc1	i
COc1ccc(CNC(=O)CCn2ccn3nc4c(c3c2=O)CCCC4)c(OC)c1	-25%
COC(=O)c1c(-c2ccc(Cl)cc2)noc1N1CCN(c2ccccc2F)CC1	30%
O=C1CCCCC(Cc2ccccc2)(C(=O)NCc2ccc(F)cc2)N1 (stereo not drawn)	-18%
COc1ccc(CNC(=O)N2CCC[C@H]2C(=O)N2CCCCCCNC(=O)CC2)cc1	-20%
CN(Cc1cc(C2CC2)n[nH]1)C(=O)C(c1ccc(F)cc1)N(C)C (stereo not drawn)	i
COc1ccc(N(Cc2ccccc2)C(=O)c2nc(SC)ncc2Cl)cc1	?
CN(C)Cc1nnc(C2CC(Nc3cncc(C(=O)N(C)C)n3)C2)n1C (stereo not drawn)	-4%
CCOc1ccccc1NC(=O)Cn1ncc2c([nH]c3ccccc32)c1=O	29%
CCOc1ccc2nc(NC(=O)c3cc(=O)c4cc(C)cc(C)c4o3)sc2c1	27%
O=C(NCCn1cccc1-c1nc(-c2ccc3c(c2)OCO3)no1)c1ccc(Cl)cc1	?
Cc1cc(C)cc(-n2c(SCC(=O)Nc3ccccc3)nc3c(oc4ccccc43)c2=O)c1	?
O=C(c1cnccn1)N1CCC(Oc2cccnc2)C1 (stereo not drawn)	27%
Cc1ccc(S(=O)(=O)c2nc(-c3ccccc3)oc2N2CCN(c3ccccc3)CC2)cc1	40%[activator]
Cc1ccc(C(=O)N2CCCC(C(=O)NCc3ccccc3)CCNC(=O)CC2)s1 (stereo not drawn)	-15%
Fc1ccc(CN2CCNc3cc(Nc4ccccc4)ncc3C2)cc1F	?
CCOc1ccc2c(n1)CCN(C(=O)c1ccccc1C)C2	23%
COCCCn1c(=N)c(C(=O)NCc2cccnc2)cc2c(=O)n3cc(C)ccc3nc21	-3%
Cc1ccccc1NC(=O)c1cnc2c(c1)N(C(=O)CCc1ccccc1)CCC2	i
COc1ccc(OCc2nc(C3CN(C(=O)CCCc4ccccc4)C3)no2)cc1	?
Cc1cc(C(=O)N2CCCCCNC(=O)[C@@H]3CCC[C@@H]32)n(C)n1	-3%
O=C(CCC(F)(F)F)N1CCC2(CCCN(CC3CCCCC3)C2=O)C1 (stereo not drawn)	-7%
O=C1NCc2ccccc2CC12CCCN2Cc1ccc(O)cc1 (stereo not drawn)	-23%
CCCOc1cccc(C(=O)Nc2cccc(-c3nc4ncccc4o3)c2C)c1	4%
COc1ccc(CN2CC3(CCN(C(=O)Nc4cccc(C(F)(F)F)c4)CC3)C2=O)cc1	?
O=C(Nc1ccccc1)N1CCC(N(C(=O)C2CC2)C2CCOCC2)CC1	?
COc1ccccc1C(=O)NC1CCN(c2cc(-c3ccc(F)cc3)[nH]n2)C1 (stereo not drawn)	i
Cc1cc(C(=O)NCC2(COc3cccnc3)C[C@@H](O)[C@@H](O)C2)no1 (stereo partly drawn)	i
CCOC(=O)Cn1c(=O)oc2cc(S(=O)(=O)Nc3cc(OC)cc(OC)c3)ccc21	?
CC1Oc2ccc(NC(=O)c3ccc(Cl)cc3)cc2CN(Cc2cc(F)cc(F)c2)C1=O (stereo not drawn)	?
O=C(COc1ccc(F)cc1)NCC(=O)N1CCN(c2ccccn2)CC1	-22%
CCCS(=O)(=O)N1CC(COC)C2(CCNCC2)C1 (stereo not drawn)	43%[activator]
CN1CCCC2(CC1)CCN(C(=O)CC13CC4CC(CC(O)(C4)C1)C3)CC2	-10%

The list is partial; the hit share may differ from the screen's.
